DT40 TDP1 no CPT: qHTS for Inhibitors of human tyrosyl-DNA phosphodiesterase 1 (TDP1): qHTS in cells in absence of CPT; actives 15% (n = 420,000); DT40 Tdp1-/- hTDP1 cells, no CPT, ATP luminescence, 48 h; Potency, µM (doses to about 46.2 µM), for the others: at the highest dose activity change, negative = growth inhibition, most hits filed as inhibitors; active means well fitted inhibition curve with a large enough effect; inconclusive means small, poorly fitted or top-dose-only effect; further: nearly all actives have a fitted effect of over 55% in size
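Stably hTDP1-transfected Tdp1-null chicken DT40 cells were treated with library compounds minus camptothecin and grown for at least 48 hr at 37 °C, after which cellular ATP was quantified by luminescence.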
The depositor's hits bear a star; ? = inconclusive; & = joins results of further samples; [ ] = dose if it differs, or a comment. On the % scale 0 is the no-effect control and ±100 the full control effect; potency means the concentration at half of the fitted maximal effect. These rows are one share of the data; the hit share may differ from the screen's.

SMILES	DT40 TDP1 no CPT
CC(=O)N1CCc2cc(S(=O)(=O)C(C)CC(=O)NCc3ccco3)ccc21 (configuration not stated)	-8.3%
COc1ccc(C(=O)NCC(C)(C)N2CCOCC2)cc1S(=O)(=O)NCc1ccc(Cl)cc1	10.5%
CC1(C(=O)NCc2ccncc2)Cc2c(-c3cccc(C(F)(F)F)c3)ccnc2O1 (configuration not stated)	?
CC(C)C[C@@H](CNCC(=O)[C@H](C)NC(=O)c1[nH]cnc1C(=O)N[C@@H](C)CN)NC(=O)c1nc[nH]c1C(=O)N[C@@H](C)C(=O)O	-2.6%
CC(=O)CC/C=C(\C)CC/C=C(\C)CC/C=C(\C)CCC=C(C)C	-16.5%
Cn1c2ccccc2c(=O)c2c(=O)n(-c3ccc(F)cc3)c(C3CCCCC3)nc21	31.0%[activator]
CCNC(=O)C1CCCN(C(=O)C(c2ccccc2)c2ccccc2)CC1 (configuration not stated)	-19.1%
Cc1cnc(C(=O)N(CCCn2ccnc2)C2C(=O)Nc3ccccc3N=C2c2ccccc2)cn1 (configuration not stated)	?
O=c1[nH]cnc2c1ncn2-c1ccc(Cl)cc1	25.2%
CCOCCCn1c(SCC(=O)Nc2oc(C)c3c(C)n[nH]c(=O)c23)nc2ccccc2c1=O	?
CC1(C(=O)NS(=O)(=O)c2cccc(OC(F)F)c2)CCN1C(=O)c1ccco1 (configuration not stated)	5.4%
CCOC(=O)c1cc(C#N)c(SC(C(=O)N2CCCCC2)c2ccccc2)nc1C (configuration not stated)	10µM*
O=Nc1c2cc3ccccc3[nH]c-2c2ccccc12	?
COc1cc2c(c(OC)c1OC)-c1ccc(NCc3ccccc3)c(=O)cc1C(NC(C)=O)CC2 (configuration not stated)	0.92µM*
CCc1nc2ccc(C(=O)N(C)CCCN(C)C)cn2c1N(C)Cc1cc2ccccc2s1	20.6µM*
CNc1cncc(-c2cccc(NS(C)(=O)=O)c2)n1	?
CCCCOc1ccc(SCCCN2CCOCC2)cc1	?
COC(=O)c1c(-c2ccccc2)oc2c1C(OCCO)CCC2 (configuration not stated)	?
Oc1c(CN2CCOCC2)cc(CN2CCOCC2)c(O)c1O	?
NNc1cc2c(nn1)CCN(C(=O)c1ccccc1)C2	-3.1%
CSc1ccc(S(=O)(=O)NCC(=O)OCC(=O)N(C)CC(=O)Nc2ccc(F)cc2)cc1[N+](=O)[O-]	20.7%
Cn1nc(C(C)(C)C)cc1N1C(=O)CCC1(C)C(=O)Nc1ccc2ccccc2c1 (configuration not stated)	?
CN(C)c1ccc(-c2c3ccccc3nc3ccccc23)cc1	-25.4%
O=C(NCc1cccs1)c1csc(COCCO)n1	-1.2%
O=C(NC(c1ccc(Cl)cc1)c1cccnc1)C1CCN(CCOc2ccc(Cl)cc2Cl)CC1 (configuration not stated)	?
New compounds follow:
SMILES	DT40 TDP1 no CPT
COCCCn1cc(CN2CC(N3CCSCC3)CS2(=O)=O)nn1 (configuration not stated)	-0.2%
Nc1nc(-c2ccccc2)nc(-c2ccccc2O)n1	?
CCc1nc2ccc(C(=O)NCCN3CCOCC3)cn2c1N(C)Cc1ccc(OC)cc1	23.1µM*
Oc1ccc2ccccc2c1CNc1ccc2ccccc2c1	?
Cc1ccc(S(=O)(=O)NC(=O)C2(C)CCN2C(=O)Cc2ccc(-c3ccccc3)cc2)cc1 (configuration not stated)	2.0%
COc1ccc(OC)c(-c2ccnc(-n3ncc(C(=O)N4CCN(CCO)CC4)c3C3CC3)n2)c1	-17.6%
COc1cc(-c2nc(C)cnc2C)cc2c1OCCN(C(=O)Cn1nc(-c3ccccc3)c3ccccc3c1=O)C2	2.0%
c1cc(-c2cc3cc(N4CCOCC4)ccc3o2)cs1	-4.3%
N#CCCN(Cc1cccnc1)CN1C(=O)c2ccccc2C1=O	-2.7%
COC(=O)C1=C(C)NC(C)=C(C(=O)O[C@@H]2CCCN(Cc3ccccc3)C2)[C@@H]1c1cccc([N+](=O)[O-])c1	10.3µM*
COc1cc2cncc(Cc3ccccc3)c2cc1O	?
COc1cc(-c2ccc(N3C(c4ccsc4)=Cc4ccc(F)cc4C3c3c[nH]c4ccc(C#N)cc34)cc2)cc(OC)c1OC (configuration not stated)	?
CC(=O)c1cccc(NC(=O)C2Cc3c(-c4ccccc4)ccnc3O2)c1 (configuration not stated)	13µM*
CCCC(=O)N1CCN(c2ccc(NC(=O)c3ccc(N4CCCC4)c([N+](=O)[O-])c3)cc2Cl)CC1	7.31µM*
CCOc1ccc(C(=O)Nc2ccc3oc(-c4ccncc4)nc3c2)cc1	-29.5%
O=C(Nc1ccccc1N1CCCCC1)c1ccc(-c2cc(Cl)ccc2Cl)o1	-6.0%
COc1cc(OC)c(OC)cc1/C=C/c1ccc2ccccc2[n+]1C	0.708µM*
O=C(O)c1cccc(-c2csc(C(O)c3ccc(F)c(F)c3)n2)c1 (configuration not stated)	5.4%
COc1ccc(CCC(=O)NO)cc1	15.8µM*
CCCN(C)C[C@@H]1OCCCC[C@@H](C)Oc2ccc(NC(=O)c3ccccc3)cc2C(=O)N([C@H](C)CO)C[C@@H]1C	?
O=C(Nc1ccc(F)cc1)C(c1ccccc1OC(F)(F)F)N1CCN(C(=O)c2ccco2)CC1 (configuration not stated)	?
CC1CN=C(NS(=O)(=O)c2ccccc2)N1 (configuration not stated)	-2.5%
CC1CCN(S(=O)(=O)N2CCC(C(=O)NC(C)c3ccccc3)CC2)CC1 (configuration not stated)	?
Cc1cc(C(=O)N2CCN(c3ncccn3)CC2)sc1-c1ccccc1	?
COc1cc2c(cc1OC)CN(C1CCC(C(C)(C)C)CC1)CC2 (configuration not stated)	20.6µM*

Ordered by number of heavy atoms (low to high): 15 of the compounds above
SMILES	DT40 TDP1 no CPT
COc1ccc(CCC(=O)NO)cc1	15.8µM*
CC1CN=C(NS(=O)(=O)c2ccccc2)N1 (configuration not stated)	-2.5%
Nc1nc(-c2ccccc2)nc(-c2ccccc2O)n1	?
Oc1ccc2ccccc2c1CNc1ccc2ccccc2c1	?
N#CCCN(Cc1cccnc1)CN1C(=O)c2ccccc2C1=O	-2.7%
COc1cc(OC)c(OC)cc1/C=C/c1ccc2ccccc2[n+]1C	0.708µM*
Cc1cc(C(=O)N2CCN(c3ncccn3)CC2)sc1-c1ccccc1	?
CCOc1ccc(C(=O)Nc2ccc3oc(-c4ccncc4)nc3c2)cc1	-29.5%
O=C(Nc1ccccc1N1CCCCC1)c1ccc(-c2cc(Cl)ccc2Cl)o1	-6.0%
Cc1ccc(S(=O)(=O)NC(=O)C2(C)CCN2C(=O)Cc2ccc(-c3ccccc3)cc2)cc1 (configuration not stated)	2.0%
COc1ccc(OC)c(-c2ccnc(-n3ncc(C(=O)N4CCN(CCO)CC4)c3C3CC3)n2)c1	-17.6%
COC(=O)C1=C(C)NC(C)=C(C(=O)O[C@@H]2CCCN(Cc3ccccc3)C2)[C@@H]1c1cccc([N+](=O)[O-])c1	10.3µM*
CCCN(C)C[C@@H]1OCCCC[C@@H](C)Oc2ccc(NC(=O)c3ccccc3)cc2C(=O)N([C@H](C)CO)C[C@@H]1C	?
COc1cc(-c2nc(C)cnc2C)cc2c1OCCN(C(=O)Cn1nc(-c3ccccc3)c3ccccc3c1=O)C2	2.0%
COc1cc(-c2ccc(N3C(c4ccsc4)=Cc4ccc(F)cc4C3c3c[nH]c4ccc(C#N)cc34)cc2)cc(OC)c1OC (configuration not stated)	?

The results go on:
SMILES	DT40 TDP1 no CPT
CC(=O)OC1CCC2C3CCC4OC(=O)CCC4C3CCC12C (configuration not stated)	-15.8%
Cc1cccc(-c2nnc(-c3ccc4ccccc4c3)o2)c1	?
CC(C)c1cccc(-c2csc(C(C)(O)c3ccncc3)n2)c1 (configuration not stated)	13µM*
CC1(C(=O)NS(=O)(=O)C2CC2)CCCN(C(=O)C2(c3ccc(Cl)cc3)CCCC2)C1 (configuration not stated)	11.6µM*
O=C(CSc1nccc2ccccc12)N1CCN(Cc2ccc3c(c2)OCO3)CC1	?
Cc1ccc(NC2=C(Cl)C(=O)OC2OC(=O)c2ccco2)c(C)c1 (configuration not stated)	-44.6%
CN(Cc1ccccc1)C(=O)[C@@H]1CCCN1C(=O)[C@@H]1CCCN1C(=O)OC(C)(C)C	-27.8%
COc1cc(C=NNc2ccccc2[N+](=O)[O-])cc(OC)c1OC	?
CC(C)C1C(=O)N(Cc2cn(CC3CCCCC3)nn2)CCS(=O)(=O)N1Cc1ccc(-c2ccc(Cl)cc2)cc1 (configuration not stated)	7.31µM*
CC1(C(=O)Nc2cccc3cccnc23)CCN1Cc1cccc2c1OCO2 (configuration not stated)	14.6µM*
O=c1ccn([C@@H]2O[C@H](CNS(=O)(=O)C3CC3)[C@@H](O)[C@H]2O)c(=O)[nH]1	0.0%
O=C(O)C[C@H]1c2cc(F)ccc2S(=O)(=O)N1C1CCCC1	-15.1%&1.7%
CCC(C)[C@H]1CNC(=O)C(=O)N1CC1CCCCC1 (some centres not stated)	-18.3%
CCc1nc2c(OCc3ccc(OC)cc3)cccn2c1N(C)C(=O)c1ccc(OC)cc1	?
CSc1ncnc2c1ncn2CCCNCc1ccccn1	1.3%
Cc1cc(C)c2c(=O)n3c(nc2c1)C(Cc1ccccc1)NC(=O)c1cccnc1-3 (configuration not stated)	20.6µM*
O=C(Cc1cccc(NC(=O)C2CCN(C(=O)C3CCCCC3)CC2)c1)Nc1cccc(C(=O)N2CCCCC2)c1	-13.8%
CCOC(=O)N(C)c1c(CC)nc2c(OCc3ccccc3C(=O)OC)cccn12	?
Nc1cccc(/C=C2\C=Cc3ccccc32)c1	?
O=C(C=Cc1ccccc1)N1CCCCC1	8.4%
CCCC(=O)N1CCC1(C)C(=O)NS(=O)(=O)c1ccc(C(C)(C)C)cc1 (configuration not stated)	-5.0%
CCCS(=O)(=O)NC(=O)C1(C)CCCN(C(=O)c2ccc(C(F)(F)F)cc2)C1 (configuration not stated)	0.5%
COc1cccc(/C=C2\SC(=S)N(CCCC(=O)N3CCOCC3)C2=O)c1	18.4µM*
O=C(NCc1cccnc1)c1cc(C2CCCN(S(=O)(=O)c3cccc4cccnc34)C2)on1 (configuration not stated)	20.6µM*
CC1(Cc2ccccc2Cl)C(=O)Nc2c(Cl)cccc21 (configuration not stated)	?

Ordered by molar mass (descending): 3 of the compounds above
SMILES	DT40 TDP1 no CPT
CC(C)c1cccc(-c2csc(C(C)(O)c3ccncc3)n2)c1 (configuration not stated)	13µM*
CC(=O)OC1CCC2C3CCC4OC(=O)CCC4C3CCC12C (configuration not stated)	-15.8%
O=C(C=Cc1ccccc1)N1CCCCC1	8.4%

Further entries follow:
SMILES	DT40 TDP1 no CPT
CO[C@@]1(NC(=O)CSC[C@@H](N)C(=O)O)C(=O)N2C(C(=O)O)=C(CSc3nnnn3C)CS[C@@H]21	-8.7%
O=C1NC(=S)NC1Cc1ccc(O)cc1 (configuration not stated)	-7.6%
COc1ccc(C(CNC(=O)c2cccc(NS(=O)(=O)c3ccccc3)c2)N2CCCC2)cc1 (configuration not stated)	?
O=C(CSc1nc2ccccc2c(=O)n1-c1ccc(F)cc1F)NC1CCS(=O)(=O)C1 (configuration not stated)	?
COCCNC(=O)C1CCCN(C(=O)c2ccc(SC(F)(F)F)cc2)CC1 (configuration not stated)	-3.7%
CCC1CCCCN1C(=O)c1c[nH]c2ccc(S(=O)(=O)Nc3cccc(OC)c3)cc2c1=O (configuration not stated)	13.7%
COc1ccc(-n2c3c(cc(C(=O)Nc4ccc(C)cc4)c2=O)C(=O)CCC3)cc1	-4.9%
CS(=O)(=O)c1ccc(-c2cccc3c2OC(CNC(=O)c2ccnc(Cl)c2)C3)cc1 (configuration not stated)	?
O=C1ON(Cc2ccccc2)C(c2ccccc2)N1c1ccccc1 (configuration not stated)	-9.7%
C[C@H]1CNC(=O)c2c(C(=O)N[C@@H](Cc3c[nH]c4ccccc34)C(=O)OC(C)(C)C)ncn21	-4.7%
c1ccc2c(c1)-c1cccc3cncc-2c13	?
O=C1NCCC12C(=O)Nc1ccccc12 (configuration not stated)	-2.9%
CCN1CCN(c2ccc(NC(=O)CC3OC(=O)c4ccccc43)cc2C)CC1 (configuration not stated)	-3.5%
Nc1nc(N)c2c(OCc3ccc(C(F)(F)F)cc3)cccc2n1	3.16µM*
Nc1nc(-c2ccccc2)ns1	-11.0%
COc1cccc(-c2ccc3c(c2)O[C@@H](CN(C)Cc2cncnc2)[C@@H](C)CN([C@H](C)CO)S3(=O)=O)c1	9.2µM*
O=c1[nH]c(=S)ccn1C1OC(CO)C(O)C1O (configuration not stated)	?
Cc1nc(C(F)(F)F)ccc1C(=O)N1CCC1(C)C(=O)NS(=O)(=O)c1c(C)noc1C (configuration not stated)	7.2%
Cc1cc2[nH]c(=O)c(=O)[nH]c2cc1S(=O)(=O)NCC(C)c1ccccc1 (configuration not stated)	-0.1%
COc1cccc(C(C)(O)c2nc(-c3cnc4ccccc4c3)cs2)c1 (configuration not stated)	18.4µM*
COc1ccccc1-c1cncc(NC(C)=O)n1	2.2%
COC(=O)c1ccc(C(=O)NCC2Cc3cc(F)cc(-c4cncnc4)c3O2)cc1 (configuration not stated)	?
Cc1ccc(S(=O)(=O)N(CCCc2c(C)nc(N)[nH]c2=O)Cc2ccc([N+](=O)[O-])cc2)cc1	?
COc1ccc(C(CNC(=O)c2cccc(S(=O)(=O)Nc3ccc(F)cc3)c2)N2CCCC2)cc1 (configuration not stated)	?
Cc1ccc(S(=O)(=O)N2CCCCC2)cc1NC(=O)CCNC(=O)c1ccccc1Cl	-27.7%
CCCCCCCCN1C(=O)[C@H](CC(=O)N2CCSCC2)C[C@@]2(C(=O)OCC)CCCC=C12	20.6µM*
COc1cc(CNc2ncnc3c2ncn3[C@H]2CN(Cc3ccc(F)cc3)C[C@@H](CO)O2)cc(OC)c1OC	?
CC1(C(=O)NS(=O)(=O)c2cccs2)CCN1C(=O)C1CCCCC1 (configuration not stated)	4.6%
Nc1ccc2ccccc2c1[N+](=O)[O-]	3.6%
